beta cell repl – MIN6 beta-cell proliferation induction | proliferation, % at 10 µM | MIN6 cells proliferation, ATPlite luminescence, 48 h; cells starved in 0.2% serum; 100% = growth in 10% serum | 330,000 tested, 0.29% active | AID 2380;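 active means compounds whose signal lies at least 3.5 SD above the mean of all wells on their plate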;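 further: 0% = DMSO-treated cells in low-serum medium and 100% = 10% serum control; some compounds called inactive have numbers as strong as hits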
hIAP block – human IAP inhibition; P09923; purified IAP, CDP-Star luminescence, 30 min; inhibition, % at 10 µM; 330,000 tested, 0.12% active; AID 2544;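 active means inhibition reaching a set limit with compound at 10 µM in the primary screen, cut at about 35% in these data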;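 further: plate controls were DMSO wells with enzyme for no effect and no-enzyme buffer wells for full effect; values of inactives mirror those of a sister screen read the other way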
Target sequence (P09923 whole entry, looked up): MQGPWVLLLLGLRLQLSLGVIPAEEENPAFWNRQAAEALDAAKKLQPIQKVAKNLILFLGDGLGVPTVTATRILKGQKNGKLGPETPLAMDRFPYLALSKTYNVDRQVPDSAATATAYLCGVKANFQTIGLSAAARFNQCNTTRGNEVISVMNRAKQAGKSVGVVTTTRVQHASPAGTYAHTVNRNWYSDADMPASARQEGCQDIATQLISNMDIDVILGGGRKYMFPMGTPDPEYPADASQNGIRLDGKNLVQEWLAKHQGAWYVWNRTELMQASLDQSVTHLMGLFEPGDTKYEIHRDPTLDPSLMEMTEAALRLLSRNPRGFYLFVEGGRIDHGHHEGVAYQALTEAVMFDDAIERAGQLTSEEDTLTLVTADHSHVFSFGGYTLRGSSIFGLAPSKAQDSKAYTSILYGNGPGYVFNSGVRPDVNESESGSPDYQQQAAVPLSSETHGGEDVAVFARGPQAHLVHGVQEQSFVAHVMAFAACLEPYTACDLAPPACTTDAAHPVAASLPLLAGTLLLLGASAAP
A3G deaminase – APOBEC3G (human) deaminase inhibition; 330,000 tested, 0.28% active; inhibition, % at 20 µM; Q9HC16; recombinant A3G, ssDNA deamination FAM/TAMRA fluorescence; AID 493012;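 active means inhibition of at least 40% at 20 µM, with no more than 30% in the related APOBEC3A deaminase screen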;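 further: plate controls were DMSO wells with A3G for no effect and wells lacking A3G enzyme for full effect; some compounds called inactive have numbers as strong as hits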
Target sequence (Q9HC16 whole entry, looked up): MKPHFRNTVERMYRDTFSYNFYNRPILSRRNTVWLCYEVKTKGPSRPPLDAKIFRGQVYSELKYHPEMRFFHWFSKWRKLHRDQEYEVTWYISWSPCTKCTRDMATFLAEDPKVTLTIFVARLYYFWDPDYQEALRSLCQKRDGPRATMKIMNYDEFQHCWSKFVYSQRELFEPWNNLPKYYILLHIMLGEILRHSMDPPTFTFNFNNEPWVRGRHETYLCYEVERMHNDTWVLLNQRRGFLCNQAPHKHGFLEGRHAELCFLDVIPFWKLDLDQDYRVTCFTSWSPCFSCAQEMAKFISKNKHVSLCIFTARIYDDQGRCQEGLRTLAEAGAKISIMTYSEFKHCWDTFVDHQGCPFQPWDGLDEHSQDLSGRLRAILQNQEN
mIAP block – blocks mouse intestinal alkaline phosphatase; purified mouse IAP, CDP-Star luminescence, 30 min; 330,000 tested, 0.2% active; inhibition, % at 10 µM;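 active means inhibition of at least 40% at 10 µM in the primary screen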;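 further: plate controls were DMSO with enzyme for no effect and no enzyme wells for full effect; values of inactives mirror those of a sister screen read the other way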
ATG4B inh – inhibitors of human ATG4B cysteine protease. ATG4B cleavage of LC3-PLA2, NBD-HPC fluorescence, 1 h. inhibition, % at 8.33 µM. 340,000 tested, 0.51% active. AID 504462; in the data active means inhibition above about 40%
MPTP inh – inhibitors of mitochondrial permeability transition pore | isolated mouse mitochondria, Ca2+ swelling absorbance, 30 min | inhibition, % at 10 µM | 360,000 tested, 1.4% active | AID 602449;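 active means inhibition of 50% or more, scaled per plate between neutral and stimulator controls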;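 further: 0% = DMSO wells given calcium and 100% = 1 mM EGTA wells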
APOBEC3A inh – inhibitors of human APOBEC3A DNA deaminase. recombinant A3A, FAM/TAMRA ssDNA deamination fluorescence. P31941. inhibition, % at 20 µM. AID 493011. 330,000 tested, 0.41% active;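 active means at least 40% inhibition at 20 µM here, with at most 30% in a related deaminase screen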;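 further: plate controls were A3A with DMSO for no effect and wells lacking A3A enzyme for full effect; some results filed as inactive read as strong as hits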
Target sequence (P31941 whole entry, looked up): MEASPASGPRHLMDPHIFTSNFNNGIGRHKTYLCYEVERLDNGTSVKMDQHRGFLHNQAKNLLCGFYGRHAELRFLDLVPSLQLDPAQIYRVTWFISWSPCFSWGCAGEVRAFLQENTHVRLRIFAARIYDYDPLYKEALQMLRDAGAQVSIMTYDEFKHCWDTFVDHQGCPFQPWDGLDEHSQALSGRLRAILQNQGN
mIAP activ – increases mouse intestinal alkaline phosphatase activity; muIAP, CDP-Star luminescence, 30 min; stronger effect = higher value; 1 = vehicle-only enzyme signal, 0 = enzyme-free wells; activation factor at 10 µM; 330,000 tested, 0.24% active; AID 2805;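 active means activation factor of at least 2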; further: the source names both 10 and 20 µM as test concentration; values of inactives mirror those of a sister screen read the other way
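System: Mouse IAP enzyme | Also added: CDP-Star substrate | Dosing: Compounds dispensed in DMSO | Schedule: 30 min enzyme-substrate-compound incubation at room temperature | Technique: Chemiluminescence readout | Control set: DMSO-only wells and no-enzyme negative control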
hIAP act – increases human intestinal alkaline phosphatase activity. P09923. purified human IAP, CDP-Star luminescence, 30 min; stronger effect = higher value; 1 = vehicle-only enzyme, 0 = enzyme-free background. activation factor at 10 µM. 330,000 tested, 0.16% active;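 active means activation factor of the enzyme at least 2-fold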; further: the source names both 10 and 20 µM as test concentration; values of inactives mirror those of a sister screen read the other way
* marks the source's active call; other numbers are inactive results; / = no result given.

SMILES	beta cell repl	hIAP block	A3G deaminase	mIAP block	ATG4B inh	MPTP inh	APOBEC3A inh	mIAP activ	hIAP act
CCc1cc(C(=O)NNC(=S)NC(C)c2ccccc2)cs1 (stereo not given)	-4	-97	2	-6	-2	0.3	3	1.1	2
Cc1ccc(N(CC(=O)N/N=C/c2cccs2)S(C)(=O)=O)cc1	1	1	3	-2	-10	0.3	6	1	0.99
Cn1c(=O)c2c(SCc3ccccc3)nc(C3CC3)nc2n(C)c1=O	3	-5	-3	6	27	4.0	0	0.94	1.1
O=C(COC(=O)c1nc(Cl)ccc1Cl)NC1CCCCCC1	2	1	6	-7	1	-1.3	3	1.1	0.99
CSc1ncc(CN2CCc3c([nH]c4ccccc34)C2C(C)(C)C)cn1 (stereo not given)	-1	-16	-4	-4	-3	0.5	2	1	1.2
COc1ccc(N(C(C)C(=O)NCCSCc2cccc(Cl)c2)S(C)(=O)=O)cc1 (stereo not given)	-1	2	-4	-17	-3	0.7	-2	1.2	0.98
CCc1ccc(N2CCN(S(=O)(=O)CC34CCC(CC3=O)C4(C)C)CC2)cc1 (stereo not given)	2	-16	-1	0	5	1.3	-4	1	1.2
COc1ccc(-c2csc(NC(C)c3nc4cc(Cl)c(Cl)cc4n3CCCO)n2)cc1 (stereo not given)	-9	8	-10	8	-16	1.2	-3	0.92	0.92
COC(=O)CN(C#N)c1nc(NCc2ccccc2)nc(OC)n1	-5	8	-7	-10	0	1.2	-7	1.1	0.92
O=C(CSc1nncn1-c1ccccc1)Nc1ccc(N2CCOCC2)cc1	-2	-21	1	-5	5	1.4	4	1	1.2
Cc1ccc(COCCN2CCN(S(=O)(=O)c3ccc(C)cc3)CCC2=O)cc1	3	2	-9	-7	-7	2.7	-4	1.1	0.98
CN(C)CCCNC(=O)C1(O)c2cc(Br)ccc2NC(=O)N1c1c(F)cccc1F (stereo not given)	-3	16	2	0	-10	-0.1	0	1	0.84
O=C1CC(O)(C(F)F)Oc2ccc3ccccc3c21 (stereo not given)	0	-3	-1	6	-5	-2.3	1	0.94	1
O=C(CNS(=O)(=O)c1ccccc1)OCC(=O)c1c[nH]c2ccccc12	-1	5	-4	3	-10	-1.5	-1	0.97	0.95
CCOC(=O)N1CCN(C(=O)C2CCN(S(=O)(=O)c3ccc(F)cc3)CC2)CC1	-2	-16	-6	-1	-8	-0.5	1	1	1.2
COc1ccc(/C=C(\NC(=O)c2ccccc2)C(=O)NCc2cccnc2)cc1	0	-8	3	-8	2	-0.9	4	1.1	1.1
O=C(NC1CCCCC1)C(c1ccc2ncccc2c1)N(Cc1cccs1)C(=O)c1cccs1 (stereo not given)	1	-34	-4	-12	-14	0.3	0	1.1	1.3
CC(OC(=O)c1ccc2noc(-c3ccccc3)c2c1)C(N)=O (stereo not given)	0	19	-2	11	-12	1.1	0	0.89	0.81
O=C(CCCCCN1C(=O)c2cccc3cccc(c23)C1=O)NCCCO	-1	30	-6	8	0	0.1	4	0.92	0.7
COC(=O)Nc1sc2c(c1C(=O)NCc1ccco1)CCC2	-2	0	-1	8	-12	-0.3	0	0.92	0.99

The final 2 compounds of the part above open the next one.
SMILES	beta cell repl	hIAP block	A3G deaminase	mIAP block	ATG4B inh	MPTP inh	APOBEC3A inh	mIAP activ	hIAP act
O=C(CCCCCN1C(=O)c2cccc3cccc(c23)C1=O)NCCCO	-1	30	-6	8	0	0.1	4	0.92	0.7
COC(=O)Nc1sc2c(c1C(=O)NCc1ccco1)CCC2	-2	0	-1	8	-12	-0.3	0	0.92	0.99
CCOC(=O)Cc1csc(NC(=O)c2cc(OC)cc(OC)c2)n1	0	-3	1	-4	-10	1.7	0	1	1
O=C1c2ccccc2[C@@H]2C[C@H](NC34CC5CC(CC(C5)C3)C4)[C@@H](O)CCN12	/	/	4	11	-4	-1.0	13	0.89	/
CC(=O)Nc1ccc(C(=O)OCC(=O)c2ccc(C)c([N+](=O)[O-])c2)cc1	-1	-16	4	7	-1	3.5	-4	0.93	1.2
CCOc1cc(C(=S)N2CCOCC2)ccc1O	-2	-6	52*	10	-21	4.8	-19	0.9	1.1
CN(CCC#N)C(=O)Cn1nc(Cc2ccncc2)c2ccccc2c1=O	5	-4	2	-1	-1	0.0	-2	1	1
COc1cccc(CN2CCC(C(=O)N3CCN(Cc4ccc5c(c4)OCO5)CC3)CC2)c1	-1	-25	-13	3	-12	2.3	-5	0.97	1.3
CC(=O)OCc1c(COC(C)=O)[n+](=O)c2ccccc2n1[O-]	-3	-22	-2	2	1	-3.3	-6	0.98	1.2
COc1ccc(C(C(=O)NC2CCCCC2)N(Cc2cccs2)C(=O)Cc2c[nH]c3ccccc23)cc1 (stereo not given)	-6	-1	-3	-14	21	8.9	-1	1.1	1
COc1ccc2c(c1O)-c1ccccc1CCN(C)C2	-1	3	14	6	-3	-0.3	1	0.94	0.97
O=C(NCC1CCCO1)c1ccc(Cl)c(S(=O)(=O)N2CCCCC2)c1 (stereo not given)	-3	2	-5	8	-2	0.4	-2	0.92	0.97
O=C(NCc1ccccc1)C1=C[C@H](c2coc3ccccc3c2=O)C[C@H](OCc2ccc(CO)cc2)O1	-1	-8	-12	4	-10	-1.7	1	0.95	1.1
COc1cccc2cc(C(N)=O)/c(=N/NC(=O)COc3ccc(Cl)cc3)oc12	0	-2	-7	8	/	/	2	0.92	1
CCCN(CCC)S(=O)(=O)c1ccc(C(=O)NCc2ccc3c(c2)OCO3)cc1	-6	2	-1	8	-15	0.6	1	0.92	0.98
CCCCN(CC)C(=O)C1CCC(=O)N(c2ccc(OC)cc2)C1c1ccc(OC)c(OC)c1 (stereo not given)	2	9	-7	-1	-10	0.6	-5	1	0.91
O=C(NNC(=S)Nc1ccccc1C(F)(F)F)c1ccc(Br)o1	-2	-39	-7	20	-4	3.4	-3	0.8	1.4
COc1ccccc1CCN1CCCC(CN(C)C(=O)c2ccc3nc[nH]c3c2)C1 (stereo not given)	-2	-50	0	6	3	-0.7	0	0.94	1.5
Cc1cccc2cc(CN(C(=O)c3cccs3)c3ccccc3)c(=O)[nH]c12	0	3	-2	3	-5	2.6	0	0.97	0.97
O=C(CSc1nc(-c2ccccc2)cc(=O)[nH]1)Nc1ccccn1	0	22	-7	-4	8	-1.6	-6	1	0.78
Cc1ccc(SCc2cn3cccnc3n2)cc1	-2	-7	-1	7	6	0.1	2	0.93	1.1
CC(C)CNS(=O)(=O)c1cc(C(=O)OCC(=O)c2ccc3c(c2)OCCO3)c(Cl)cc1Cl	-3	5	-5	15	9	12	-1	0.85	0.95

Entries of single compounds, quoted from the list. Order of screens: beta cell repl	hIAP block	A3G deaminase	mIAP block	ATG4B inh	MPTP inh	APOBEC3A inh	mIAP activ	hIAP act
O=C(CSc1nc(-c2ccccc2)cc(=O)[nH]1)Nc1ccccn1 is entered as 0	22	-7	-4	8	-1.6	-6	1	0.78
COc1ccc2c(c1O)-c1ccccc1CCN(C)C2 is entered as -1	3	14	6	-3	-0.3	1	0.94	0.97

Additional records follow:
SMILES	beta cell repl	hIAP block	A3G deaminase	mIAP block	ATG4B inh	MPTP inh	APOBEC3A inh	mIAP activ	hIAP act
COc1ccccc1C(=O)N/C(=N/c1nc(C)cc(C)n1)Nc1ccccc1	3	-2	-7	5	-1	4.6	-4	0.95	1
Cc1cc(NC(=O)CCc2ccccc2)c([N+](=O)[O-])cc1C	0	-5	-4	2	18	-0.4	0	0.98	1
Cn1cnc2cc(NS(=O)(=O)c3ccc(Br)cc3)ccc21	0	-2	-4	-8	5	0.3	0	1.1	1
Cc1ccc(COCC(CC(C)C)N2CCN(C(=O)c3cccc(C(F)(F)F)c3)CCC2=O)cc1 (stereo not given)	-6	-16	-9	-7	-4	1.7	-4	1.1	1.2
COc1cc2c(cc1OC)CN(C(=O)CN1CCN(S(=O)(=O)c3ccccc3Br)CC1)CC2	-1	-12	-4	2	-16	-0.9	-3	0.98	1.1
COc1cc(-c2nnc(SCC(=O)Nc3cc(C)on3)n2C)cc(OC)c1O	-2	5	-4	-3	-9	1.1	-3	1	0.95
O=C(C1=NN[C@@H]2C(=O)N(c3cccc(F)c3)C(=O)[C@H]12)C(c1ccccc1)c1ccccc1	4	6	0	9	-2	1.7	1	0.91	0.94
CCOC(=O)C(C)Sc1ncc(-c2ccccc2)cn1 (stereo not given)	0	11	-5	2	16	-0.2	1	0.98	0.89
Cc1c(C)n(-c2ccccc2)c2ncnc(NCCCN(C)C)c12	-1	-6	-4	-1	-2	-0.8	-6	1	1.1
O=C(Nc1cc(Cl)ccc1-n1cncn1)c1ccc([N+](=O)[O-])s1	-7	30	3	3	9	0.0	17	0.97	0.7
O=S(=O)(NCC1CCCO1)c1cc(Cl)ccc1Cl (stereo not given)	0	8	-4	3	15	-1.3	-3	0.97	0.92
FC(F)(F)COc1nc(N2CCOCC2)nc(N(c2ccccc2)c2ccccc2)n1	-4	8	-1	16	-9	2.5	3	0.84	0.92
Cc1ccc(Oc2ccc(Cl)cc2NC(=O)c2cnccn2)cc1	-2	12	2	0	-2	-8.8	6	1	0.88
COc1cccc(C(=O)c2c[nH]c(C(=O)NCc3ccco3)c2)c1	-3	10	-8	4	-5	0.0	-3	0.96	0.9
CCN(CC)C(=O)CN(c1cccc(C(F)(F)F)c1)S(C)(=O)=O	-1	4	-3	-1	-8	-2.0	-1	1	0.96
O=C(Nc1ccccc1)c1cc(S(=O)(=O)NCc2ccncc2)ccc1Cl	-5	-8	-7	9	-2	8.1	-2	0.91	1.1
O=C(CCC(=O)Nc1nnc(C2CCCCC2)s1)NCc1ccc(F)cc1	-2	11	6	-5	3	1.1	0	1.1	0.89
Cc1ccccc1N1CCN(Cc2cccc(C(=O)O)c2)CC1	-2	2	-1	6	-5	0.4	-3	0.94	0.97
CCc1nnc(NC(=O)CSc2nnc(C)n2CC2CCCO2)s1 (stereo not given)	-2	22	-6	3	-5	-0.1	-2	0.97	0.78
Cc1cc(=O)oc2c(C)c(OCC(=O)NCCCn3ccnc3)ccc12	-4	27	-1	1	12	-0.2	-1	0.99	0.73
CC1(N(O)/C=C2\C=CC=CC2=O)CCCCC1=O (stereo not given)	1	-1	-6	0	-3	0.2	-2	1	1
COc1ccc(CNC(=O)C(=O)NCCC2CCCCN2S(=O)(=O)c2ccccc2)cc1 (stereo not given)	-1	0	16	1	10	0.2	2	0.99	0.99
Cc1ccc(C)c(NS(=O)(=O)c2cc(C(N)=O)ccc2C)c1	-4	5	-7	3	-1	-0.3	-5	0.97	0.95
COc1cc2c(cc1OC)/C(=C/C#N)NC(C)(C)C2	2	1	-5	5	-12	-2.6	-17	0.95	0.99
O=C(CCCOc1ccccc1)Nc1cccnc1	-2	8	-1	7	-6	4.3	-1	0.93	0.92
N#Cc1cccc(NC(=O)Nc2cccs2)c1	-3	-6	2	-3	2	86*	-1	1	1.1
O=C(/C=C/c1ccc(O)c(O)c1)OCCc1ccccc1	-7	29	-6	15	-8	13	3	0.85	0.71
S=C(NC1CCCC1)N1CCN(c2cccc(Cl)c2)CC1	-4	13	-6	-8	1	26	-2	1.1	0.87
Cc1sc2nc(CSCC(=O)N(CCC#N)c3ccccc3)[nH]c(=O)c2c1C	-1	-6	-4	17	-3	-0.8	1	0.83	1.1
CN1/C(=C/C=N/NC(=O)c2ccc([N+](=O)[O-])cc2)C(C)(C)c2ccccc21	-5	-13	2	6	2	3.0	2	0.94	1.1
O=C(CCn1c(=S)oc2ccccc21)NC1CCCCC1	0	-8	-3	-2	1	2.6	-3	1	1.1
CCOC(=O)CN1C(=O)N[C@@H](c2cccc(F)c2)C(C(=O)OC)=C1C	0	-5	-9	-2	-2	0.4	-6	1	1.1

High-throughput results: PubChem BioAssay, Sanford-Burnham Center for Chemical Genomics
